Compound activity: PubChem, National Center for Advancing Translational Sciences (NCATS)
DRD3 agonist: qHTS of D3 Dopamine Receptor Agonist: qHTS. D(3) dopamine receptor (Homo sapiens), P35462. D3R DiscoveRx beta-arrestin cells, luminescence, 90 min. max activation, %. actives 0.58% (n = 410,000); in the data active = max activation above about 30%; also: 0% is about no effect; mostly tested at two doses, the higher about 12 µM
Target sequence (P35462 whole entry, looked up): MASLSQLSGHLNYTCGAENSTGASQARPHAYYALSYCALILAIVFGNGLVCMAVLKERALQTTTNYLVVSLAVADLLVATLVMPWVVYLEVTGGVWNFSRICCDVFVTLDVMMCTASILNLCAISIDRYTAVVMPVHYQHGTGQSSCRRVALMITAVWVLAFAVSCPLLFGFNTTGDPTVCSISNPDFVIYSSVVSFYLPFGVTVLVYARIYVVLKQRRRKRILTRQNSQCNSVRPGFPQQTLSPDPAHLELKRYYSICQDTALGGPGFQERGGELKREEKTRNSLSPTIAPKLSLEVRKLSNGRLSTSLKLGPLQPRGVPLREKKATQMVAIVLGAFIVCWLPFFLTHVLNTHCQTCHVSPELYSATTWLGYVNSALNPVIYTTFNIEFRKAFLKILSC
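Agonist-mode cell screen: cells plated at 1500/well and incubated overnight at 37 °C, then exposed to library compounds for 90 min at 37 °C. Detection reagent was added for 30–60 min at room temperature, and luminescence was read.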
EPAC2 agonist: qHTS for Agonist of cAMP-regulated guanine nucleotide exchange factor 4 (EPAC2): primary screen | Rap guanine nucleotide exchange factor 4 (Homo sapiens), Q8WZA2 | EPAC2 activation, biochemical qHTS; response scale: 100% = 6.5 mM cAMP response | Potency, µM (highest dose often 154 µM), inactives show at the top dose activation, actives largely listed as activators | actives 0.079% (n = 360,000) | AID 720711, 2013; also: potency is read from the fitted curve at half-maximal effect; nearly all actives have a fitted effect of over 50% in size
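qHTS, titration series. 100 nM EPAC2 / 250 nM Rap1B-BODIPY-GDP / 50 uM GDP; RT; ex 480/em 540 nm, 5-min reads to 30 min. Norm. to 6.5 mM cAMP = activation.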
MmCpn inh: Inhibitors of TCP-1 ring complex (TRiC) of Methanococcus maripaludis (MmCpn): qHTS; AID 504842, 2011; purified Mm-Cpn ATPase, ADP Transcreener TR-FRET; Potency, µM (doses to about 76.9 µM), for inactives: at the highest dose activity, negative = inhibition, usual class: inhibitors; Chaperonin Mm-Cpn (Methanococcus maripaludis); actives 0.031% (n = 330,000); also: potency is read from the fitted curve at half-maximal effect; % is scaled to controls: 0 for no effect and ±100 for the full control effect; nearly all actives have a fitted effect of over 80% in size
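ATPase read-out: TR-FRET ADP immunoassay (anti-ADP Eu cryptate vs ADP-d2), ex 320 nm, em 590/665 nm; signal drops as ADP forms. Enzyme 25 nM, ATP 10 uM, 30 min at 37°C after 10 min compound preincubation.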
EPAC2 antag: qHTS for Antagonist of cAMP-regulated guanine nucleotide exchange factor 2 (EPAC2): primary screen. Rap guanine nucleotide exchange factor 4 (Homo sapiens), Q8WZA2. Potency, µM (titrated, usually from 114 µM), without a hit: top-dose activity, negative = inhibition, hits mostly inhibitors. EPAC2 GEF exchange of Rap1B-BODIPY-GDP, fluorescence. actives 0.18% (n = 360,000); also: potency is read from the fitted curve at half-maximal effect; % is scaled to controls: 0 for no effect and ±100 for the full control effect; nearly all actives have a fitted effect of over 45% in size; many of its hits are not listed in these tables
DRD3 antagonist: qHTS of D3 Dopamine Receptor Antagonist: qHTS. actives 2.5% (n = 360,000). max response, negative = inhibition, %. D3R cells, DiscoveRx beta-arrestin luminescence, antagonist mode; active compounds read low. AID 652054, 2013. D(3) dopamine receptor (Homo sapiens), P35462; in the data active = max response below about -50%; inconclusive = no clear call, values can overlap the other calls; also: % is scaled to controls: 0 for no effect and ±100 for the full control effect; mostly tested at two doses, the higher about 12 µM
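Cells plated overnight at 1500 cells/well, then exposed to library compounds with dopamine controls for 90 minutes at 37 degrees C. DiscoveRx reagent added for 30–60 minutes at room temperature; luminescence read, quantitative HTS format.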
CCT chaperon mod: High-Throughput Screening for Modulators of Cytosolic Chaperonin Activity | actives 0.3% (n = 360,000) | AID 651819, 2012 | purified chaperonin ATPase assay, HTRF ADP detection, 30 min | activity change, % (no concentration beside the values), hits read low; in the data active = activity change below about -30%; also: % is scaled to controls: 0 for no effect and ±100 for the full control effect
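Enzyme 40 or 20 nM (batch-dependent) in Tris pH 7.4/KCl/MgCl2/DTT; cpd 76 uM single point; ATP 10 uM; 30 min 37 °C; Transcreener ADP HTRF detection, 30 min RT; ratio 665/615.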
PTHR1 ag: qHTS for PTHR1 Agonists: Primary Screen. Parathyroid hormone/parathyroid hormone-related peptide receptor (Homo sapiens), Q03431. HEK293 GP2 PTHR1 cells, GloSensor cAMP luminescence, 1 h. Potency, µM (highest dose often 115 µM), for inactives: at the highest dose activation, hits mostly activators. actives 0.075% (n = 410,000). AID 743266, 2014; also: potency is read from the fitted curve at half-maximal effect; nearly all actives have a fitted effect of over 55% in size; some results filed as inactive show a strong effect at the top dose; inactives centre near -15; many of its hits are not listed in these tables
Target sequence (Q03431 whole entry, looked up): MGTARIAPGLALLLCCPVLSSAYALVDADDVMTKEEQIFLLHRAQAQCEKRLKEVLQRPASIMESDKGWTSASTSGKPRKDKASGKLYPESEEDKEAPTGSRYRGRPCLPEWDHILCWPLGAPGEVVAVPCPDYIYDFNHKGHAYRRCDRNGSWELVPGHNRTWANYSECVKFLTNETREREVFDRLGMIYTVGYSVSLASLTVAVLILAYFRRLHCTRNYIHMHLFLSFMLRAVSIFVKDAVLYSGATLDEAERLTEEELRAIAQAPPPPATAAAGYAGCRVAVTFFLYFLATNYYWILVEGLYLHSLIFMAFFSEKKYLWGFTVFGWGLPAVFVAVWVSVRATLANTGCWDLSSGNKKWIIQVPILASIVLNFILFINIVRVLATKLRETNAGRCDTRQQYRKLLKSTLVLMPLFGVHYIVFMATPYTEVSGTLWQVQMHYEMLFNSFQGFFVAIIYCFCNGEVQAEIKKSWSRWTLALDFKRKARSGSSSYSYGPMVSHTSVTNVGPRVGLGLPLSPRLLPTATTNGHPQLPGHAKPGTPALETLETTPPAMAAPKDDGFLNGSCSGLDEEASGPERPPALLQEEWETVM
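HEK-293-derived GP2 cells expressing PTHR1 and a GloSensor cAMP reporter, 3,000/well, plated overnight, given luciferin plus IBMX (each 0.5 mM as added) for 1 h at 37 °C, then compound for 1 h at 37 °C. Luminescence was read after 15 min at room temperature.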
Akt phos inh: HTS Assay for Inhibitors of Akt Phophorylation: Primary Screen | Neuro2A IGF-stimulated pAkt S473 HTRF, 20 min; active compounds read low | activity change, % for hits at 50 µM | actives 0.32% (n = 360,000) | AID 651550, 2012; in the data active = activity change below about -80%; inconclusive = mostly about -51% to -80%; also: % is scaled to controls: 0 for no effect and ±100 for the full control effect
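Single-point screen (50 µM final compound) in Neuro2A cells stimulated 20 min with 6 nM IGF at 37 deg C. After lysis, Ser473-phosphorylated Akt read by HTRF (ex 330 nm, em 615/665 nm) as the 665/615 ratio.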
* hit, by the source's call; i = inactive; ? = inconclusive; . = no result given; & = joins results of further samples; [ ] = another dose, or the depositor's remark. Unless noted, calls follow the shape of the dose curve; as a rule, active = well fitted curve in the direction sought with a large enough effect; inconclusive = small, poorly fitted or top-dose-only effect, or another doubt; inactive = no such curve, though single readings can be large; an effect the other way counts as inactive or inconclusive.

SMILES | DRD3 agonist | EPAC2 agonist | MmCpn inh | EPAC2 antag | DRD3 antagonist | CCT chaperon mod | PTHR1 ag | Akt phos inh
Cc1cccc[n+]1CC(=O)Nc1cccc([N+](=O)[O-])c1 | -17 | 9% | 1% | 4% | -28 | -1.8 | 17% | i
O=C(CC(SCc1ccco1)c1ccc(O)cc1)c1cccs1 (centres undefined) | -12 | 28% | -2% | -9% | -13 | -0.9 | -36%[57.5 µM] | i
CCN(CC)C(=O)CSc1nc2cc3c(cc2c(=O)n1Cc1ccc(OC)cc1)OCO3 | 2 | -11% | 1% | -2% | 6 | -0.3 | -20% | i
Oc1ccc2ccccc2c1C=Nc1ccccc1-c1nc2ccccc2[nH]1 | -15 | 9% | -4% | -2% | ? | 0.5 | -21% | i
Cc1ccc2nc(SC(C)C(=O)Nc3cccc([N+](=O)[O-])c3)[nH]c2c1 (centres undefined) | -11 | 16% | 3% | -6% | 0 | 0.5 | -49% | i
COc1cccc(N2CCN(CC(=O)NC(C)c3ccccc3)CC2)c1 (centres undefined) | 5 | 4% | -3% | -2% | -9 | -2.0 | i | i
OCC1CCCN1C(=S)Nc1ccccc1 (centres undefined) | 2 | 11% | 0% | -4% | 4 | -1.3 | -2% | i
O=C(CCNS(=O)(=O)c1ccc(Cl)cc1)OCC(=O)c1ccc[nH]1 | -4 | -1% | 0% | 1% | 0 | -1.9 | i | i
CCOC(=O)c1nc(Nc2ccc(OC)cc2)c2ccccc2n1 | -2&-5 | 6% | -1% | 3% | 0 | 0.5 | -8% | i
COc1ccc(N2C(=O)CC(NCc3ccncc3)C2=O)cc1 (centres undefined) | 0 | 4% | 1% | 5% | 64 | -0.5 | 20%[57.5 µM] | i
Cc1nonc1NCn1nnc2ccccc21 | -2 | -3% | 1% | -1% | -5 | -4.6 | i | i
COc1ccc(CCNC(=O)CSc2nc(C)cs2)cc1 | -2 | 10% | 2% | 0% | -21 | -1.8 | -14% | i
CCOC(=O)c1sc2nc(N3CCOCC3)c3c(c2c1N)CC(C(C)C)OC3 (centres undefined) | 0 | 4% | -5% | 3% | 0 | -2.8 | -31%[inhibitor] | i
COc1cccc(NC(=O)CN(C)C(=O)Cc2ccc(Cl)cc2Cl)c1 | 12 | 10% | -6% | 0% | -2 | -0.4 | i | i
O=C(OCc1cc2ccccc2[nH]c1=O)c1cccs1 | 17 | 9% | -2% | 14% | 6 | 0.8 | -10% | i
CC(C)=C1C2CCC1C(C(=O)NCCc1ccccc1)C2C(=O)O (centres undefined) | 10 | 8% | -6% | -2% | -8 | -2.6 | 9% | i
CC1CC1c1ccc(/C=C(\C#N)C(=O)Nc2cccc(Cl)c2Cl)o1 (centres undefined) | -3 | 8% | 1% | 18% | 41 | 0.2 | -21% | i
COc1ccc(-c2nc(-c3ccccc3)nc(Cl)c2C#N)cc1 | 3 | 6% | 0% | -6% | -15 | -0.6 | -21%[57.5 µM] | i
Cn1nc(-c2ccccc2)c(C(=O)NC(C(=O)O)c2ccccc2)c1Cl (centres undefined) | 0 | 8% | 0% | 7% | -7 | -0.6 | -12% | i
O=C(NC1CCCCCC1)c1cc(-c2ccccn2)nc2ccccc12 | 1 | 14% | 1% | 3% | -1 | 0.3 | -11% | i
CCN(CC)S(=O)(=O)c1ccc(-c2nnc(SCC(=O)Nc3ccc(OC)cc3)o2)cc1 | -1 | -9% | 0% | 16% | -24 | 0.4 | -21% | i
Cc1cc(NC(=O)c2ccc(Cl)cc2)n(-c2ccccc2)n1 | 3 | -5% | -2% | -6% | 1 | 0.4 | i | i
O=C(C1CCN(c2nnc(N3CCCC3=O)s2)CC1)N1CCN(Cc2ccc3c(c2)OCO3)CC1 | 1 | -61%[inhibitor] | 2% | 0%[57.1 µM] | -7 | 3.5 | i | i
O=C(NC1CC1)c1c(O)c2ccccc2[nH]c1=O | 0 | -4% | 0% | 3% | 8 | 0.1 | -12% | i
CCn1cc(-c2csc(N)n2)c(C)n1 | 2 | 5% | 3% | 17% | 0 | -5.0 | -3% | i
O=C(CN(Cc1ccc(F)cc1)C(=O)CNS(=O)(=O)c1ccc(Cl)cc1)NCC1CCCO1 (centres undefined) | -6 | 7% | ? | 0% | -1 | -2.8 | i | i
COc1ccc(NC(=O)c2cc(C3CCCCN3S(=O)(=O)Cc3ccccc3)on2)cn1 (centres undefined) | 7 | 9% | . | -3% | 7 | -1.3 | -21% | i
O=C(CN1CCCCCC1)NCCc1ccc(F)cc1 | -9 | 15% | -1% | 0% | -22 | 0.9 | i | i
C=CCn1c(=O)c2ccccc2n2c(SCc3nc(N)nc(Nc4ccccc4C)n3)nnc12 | 2 | -7% | -2% | 4% | 3 | -1.6 | ? | i
Cc1cc(C)nc(NN=C(c2ccccc2)c2ccccc2)n1 | 0 | 5% | -2% | 6% | 15 | -2.4 | i | i
COc1ccc(Cc2nnc(SCC(=O)Nc3ccc(N4CCOCC4)cc3)n2C)cc1 | -7 | 11% | 1% | -5% | 2 | -3.4 | i | i
CCOC(=O)c1sc(=NC(=O)c2cc(OC)c(OC)c(OC)c2)n(C)c1C | -1 | 7% | ? | 10% | 17 | 7.2 | i | i
Cc1c(Cl)c([N+](=O)[O-])nn1CC(=O)N1CCN(Cc2ccccc2)CC1 | 15 | 8% | 2% | -10% | -18 | 2.0 | -7% | i
Cc1ccc(N2C(=O)C(Cc3ccccc3)NC2=S)cc1 (centres undefined) | -6 | 11% | 3% | -5% | 4 | -1.3 | -4%[57.5 µM] | i
O=C(NN1CCOCC1)c1ccccc1Br | -6 | 3% | -3% | 12% | 17 | 0.7 | i | i
Cc1occc(=O)c1OCc1ccccc1 | -3 | 6% | 1% | 10% | -2 | -3.2 | i | i
Cc1ccc(CCNc2ccccc2C)cn1 | -2 | 5% | 2% | -2% | -18 | -4.1 | -6%[57.5 µM] | i
CC1CN(C(=O)COC(=O)/C=C/c2ccccc2)CC(C)O1 (centres undefined) | -6 | -5% | . | 4% | -26 | -3.2 | i | i
COc1cc(C(=S)N2CCOCC2)cc(OC)c1O | 7 | -5% | 0% | 3% | 5 | -5.7 | i | i
COc1ccc(-c2cn3nc(SCC(=O)NC4CCCCC4)ccc3n2)cc1 | -14 | 0% | -1% | 2% | -21 | -4.2 | -2% | i
COc1ccccc1C(=O)Nc1ccnn1C1CCN(C(=O)C2CCOC2)CC1 (centres undefined) | -8 | -2% | -4% | 2% | 10 | -1.0 | i | i
Cc1nc2cc(NCc3cc([N+](=O)[O-])ccc3O)ccc2n1Cc1ccccc1 | -3 | 3% | -1% | 1% | -9 | 1.6 | -32%[inhibitor] | i
COc1ccccc1OCC(=O)NNC(=O)C1CCN(c2ncnc3sc(C)c(C)c23)CC1 | 0 | -4% | 1% | -1% | 23 | 0.0 | -34%[inhibitor] | i
COc1cc(NC(=O)C2=C(N3CCOCC3)/C(=C\c3ccc(N(C)C)cc3)CCC2)cc(OC)c1OC | -5 | -2% | 0% | -12% | 3 | -2.9 | -47% | i
CSc1ccc2c(c1)C(N1CCN(C)CC1)Cc1ccccc1S2 (centres undefined) | -81&2&-17 | 14%&10% | -1% | -15%&1% | -84* | 0.3&-0.5 | -20%&-13% | i
Cc1cc(=O)[nH]c2c1cnn2Cc1ccccc1 | 10 | 10% | -1% | 13% | -14 | 0.8 | i | i
C=CCC[C@H](Cc1ccc(F)cc1)C(=O)OC[C@H](Cc1c[nH]c2ccccc12)NC(=O)[C@H](CC=C)CC(=O)NCCO | 23 | 8% | 3% | -25% | 43 | -4.0 | -42%[inhibitor] | i
N#Cc1cccc(NC(=O)COC(=O)c2ccccc2C(=O)c2ccc(Cl)c([N+](=O)[O-])c2)c1 | -15 | 9% | 1% | -11% | -51* | 0.0 | -36%[inhibitor] | i
O=C1C[C@@H]2c3c(cccc3CN1Cc1ccc(Br)cc1)C[C@@H](O)[C@H]2O | 12 | 7% | . | -7% | 0 | 0.2 | i | i
O=C1CC(c2ccccc2)=NN1c1ccc([N+](=O)[O-])cc1 | 2 | 6% | 0% | 2% | -25 | -2.0 | -52%[inhibitor] | i
COc1ccc(C)cc1NC(=O)CCCN1C(=O)CCC1=O | 2 | 9% | 1% | -3% | 8 | -0.1 | i | i
COc1ccccc1CNC(=O)C1CCN(C(=O)NC2CCCCC2)CC1 | 5 | 6% | 0% | 3% | -10 | 0.5 | i | i
COc1cccc(NC(=O)c2ccc(-n3cccn3)nc2)c1 | -4 | 5% | -2% | 6% | ? | -1.9 | i | i
CC(=O)Nc1ccc(C(O)(C(F)(F)F)C(F)(F)F)cc1 | -23 | -2% | 2% | -1% | -11 | -1.0 | i | i
Cc1cnc(NC(=O)CSc2nnc(Cc3ccccc3)o2)s1 | -4 | 7% | -1% | -6% | ? | -1.8 | i | i

A second format for 4 compounds above:
Second line of a record: DRD3 agonist	EPAC2 agonist	MmCpn inh	EPAC2 antag	DRD3 antagonist	CCT chaperon mod	PTHR1 ag	Akt phos inh
COc1ccccc1C(=O)Nc1ccnn1C1CCN(C(=O)C2CCOC2)CC1 (centres undefined)
    -8	-2%	-4%	2%	10	-1.0	i	i
Cc1nc2cc(NCc3cc([N+](=O)[O-])ccc3O)ccc2n1Cc1ccccc1
    -3	3%	-1%	1%	-9	1.6	-32%[inhibitor]	i
COc1ccccc1OCC(=O)NNC(=O)C1CCN(c2ncnc3sc(C)c(C)c23)CC1
    0	-4%	1%	-1%	23	0.0	-34%[inhibitor]	i
COc1cc(NC(=O)C2=C(N3CCOCC3)/C(=C\c3ccc(N(C)C)cc3)CCC2)cc(OC)c1OC
    -5	-2%	0%	-12%	3	-2.9	-47%	i

Some of the compounds tested; rates above refer to the full screens.
